# CHO parental Ca = ATP-evoked calcium signal inhibitors, parental CHO, primary screen, counter-screen for OX1R antagonist project, cell-based, fluorescence, Fluo-8 calcium dye. parental CHO-K1, ATP-induced calcium, Fluo-8 fluorescence. inhibition, % at 5.6 µM. actives 0.63% (n = 330,000). AID 463079, 2010;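 active means inhibition above that plate's mean sample inhibition plus 3 SD, cut at about 26% in these data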;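 further: 0% = ATP-challenged DMSO wells and 100% = DMSO wells without ATP; some compounds past the cut are filed as inactive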
#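 Material: Parental CHO cells | Reagent: ATP | Compound dosing: Single nominal dose of 5.6 µM per compound | Detection: Intracellular calcium via Fluo-8 no-wash fluorescent dye | Read-out: % inhibition of ATP-induced calcium mobilization | Benchmarks: Low control ATP plus DMSO, high control DMSO only | Replicates: Singlicate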
# TAAR1 ag = human TAAR1 agonists, primary screen, Fluo-8 calcium fluorescence, CHO RD-HGA16 cells. actives 0.99% (n = 360,000). vehicle wells 0%, saturating PEA agonist 100%. activation, % at 3 µM;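 active means activation above the mean activation of all test compounds in the run plus 3 SD, cut at about 38% in these data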
#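 Repeats: no replicates (n 1) | Material: CHO-derived RD-HGA16 cells with stable Gα16 and human TAAR1 | Technique: Kinetic Fluo-8 calcium fluorescence | Schedule: 17-24 h seeding, 75 min 37 °C dye, 30 min RT | Evaluation: % activation from peak over basal fluorescence ratio, DMSO-to-PEA scaled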
# M1 PAM parental = nonselective calcium activators in parental CHO-K1 cells, primary screen, counter-screen for M1 PAM project, cell-based, Fluo-8 calcium fluorescence, full deck, 1536-well | AID 602247, 2012 | ATP EC20; 0% at ATP EC20, 100% at ATP max | actives 0.02% (n = 360,000) | activation, % at 3 µM;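 active means activation above the run cutoff, the mean activation of all test compounds plus 3 SD, cut at about 40% in these data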;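 further: peak over basal fluorescence ratio in a 140 s read after ATP addition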
# TAAR1 antagonist = human TAAR1 antagonists, primary screen, Fluo-8 calcium fluorescence, CHO RD-HGA16 cells; Trace amine-associated receptor 1 (Homo sapiens), Q96RJ0; antagonist; inhibition, % at 3 µM; actives 1.5% (n = 360,000);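 active means inhibition above a per-plate cutoff, the mean inhibition of test compounds on that plate plus 3 SD, cut at about 49% in these data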;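 further: 0% = DMSO plus EC80 beta-PEA response and 100% = DMSO alone without agonist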
#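 Material: RD-HGA16 CHO cells with stable hTAAR1 and Gα16; Dosing: single nominal final test compound concentration of 3 µM; Schedule: seeding 17-24 h prior, 75-min 37 °C, 30-min RT dye loading; Detection: kinetic Fluo-8 calcium fluorescence measurement; Measure: % inhibition from peak post-agonist over basal fluorescence ratio; Benchmarks: vehicle and agonist controls.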
# CHRM1 agonist = human M1 muscarinic receptor agonists, primary screen, Fluo-8 calcium fluorescence, CHO-K1 cells, HTS; activation, % at 3 µM; CHO-K1 hM1, agonist mode; 0% DMSO, 100% acetylcholine EC100; AID 588814, 2011; actives 0.33% (n = 360,000);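 active means activation above the run's mean compound activation plus 3 SD, cut at about 16% in these data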;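 further: peak over basal fluorescence ratio within a 140 s kinetic read after compound addition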
# Target sequence (P11229 whole entry, looked up): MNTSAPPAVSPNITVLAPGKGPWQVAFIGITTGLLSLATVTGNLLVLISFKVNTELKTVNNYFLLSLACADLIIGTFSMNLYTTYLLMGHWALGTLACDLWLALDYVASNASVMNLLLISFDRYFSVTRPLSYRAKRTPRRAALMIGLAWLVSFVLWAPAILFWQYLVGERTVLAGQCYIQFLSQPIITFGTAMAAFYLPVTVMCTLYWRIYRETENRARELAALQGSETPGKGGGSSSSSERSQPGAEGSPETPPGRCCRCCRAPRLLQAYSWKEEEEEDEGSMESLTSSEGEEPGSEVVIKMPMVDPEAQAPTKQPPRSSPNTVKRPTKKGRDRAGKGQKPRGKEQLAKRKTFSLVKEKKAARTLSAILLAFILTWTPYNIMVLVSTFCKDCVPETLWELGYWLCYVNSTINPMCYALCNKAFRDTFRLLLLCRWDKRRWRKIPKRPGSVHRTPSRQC
# CHO-K1 Ca antag = M1 antagonist counterscreen hit in parental CHO-K1 cells. inhibition, % at 3 µM. AID 602250. actives 0.6% (n = 360,000). ATP-induced calcium, Fluo-8 fluorescence;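 active means inhibition above a per-plate cutoff, the plate's mean sample inhibition plus 3 SD, cut at about 24% in these data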;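 further: 0% = DMSO plus EC80 ATP and 100% = DMSO alone without ATP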
# M1 antag = human M1 muscarinic receptor antagonists, primary screen, CHO-K1 cells, Fluo-8 calcium fluorescence, 1536-well. CHO-K1 hM1, ACh EC80 antagonist. inhibition, % at 3 µM. Muscarinic acetylcholine receptor M1 (Homo sapiens), P11229. actives 1.3% (n = 360,000);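 active means percent inhibition above its own plate's cutoff, namely the mean of that plate's compound wells plus 3 SD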;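 further: peak over basal fluorescence ratio during 140 s after agonist addition; 0% = ACh EC80 plus DMSO and 100% = DMSO alone without agonist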
# OXTR potentiator = human OXTR potentiators, primary screen, fluorescence, CHO-OTR cells, Fluo-8 calcium; Oxytocin receptor (Homo sapiens), P30559; actives 0.061% (n = 320,000); Fluo-8 calcium fluorescence, potentiator mode; 0% = oxytocin EC15, 100% = EC100; activation, % at 3 µM;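 active means activation above that plate's cutoff, the mean activation of tested compounds plus 3 SD, cut at about 6.6% in these data, passing the limit was not always enough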;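 further: 100% uses oxytocin at 75 nM as the full agonist control; some results filed as inactive read as strong as hits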
# Target sequence (P30559 whole entry, looked up): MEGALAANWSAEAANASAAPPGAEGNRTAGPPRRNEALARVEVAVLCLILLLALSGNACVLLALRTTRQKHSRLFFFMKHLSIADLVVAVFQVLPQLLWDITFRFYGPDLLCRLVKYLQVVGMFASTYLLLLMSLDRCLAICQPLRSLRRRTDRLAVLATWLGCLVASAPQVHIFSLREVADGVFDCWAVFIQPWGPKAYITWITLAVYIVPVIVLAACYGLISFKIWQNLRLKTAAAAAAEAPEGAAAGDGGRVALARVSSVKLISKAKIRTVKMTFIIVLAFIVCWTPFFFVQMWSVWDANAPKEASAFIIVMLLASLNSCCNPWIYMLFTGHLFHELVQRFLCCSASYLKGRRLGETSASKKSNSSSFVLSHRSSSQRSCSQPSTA
#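 Replication – single well per compound, singlicate · Assay system – CHO cell line stably expressing human OTR · Timing – 6 min pre-incubation, 100 s read · Measure – normalized max/min fluorescence ratio, % activation · Doses – 3.0 µM, one dose · Detection – Fluo-8 calcium dye fluorescence · Probe or stimulus – oxytocin near EC15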
# M1 ag parental = counter-screen for M1 agonists: effect in parental CHO-K1 cells | actives 0.48% (n = 360,000) | Fluo-8 calcium fluorescence; scaled to maximal ATP response, vehicle zero | activation, % at 3 µM; in the data active means activation above about 15%;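 further: untransfected CHO-K1 host cells lacking M1 receptor as counterscreen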
# * hit, by the source's call; / = not tested or not shown.
SMILES,CHO parental Ca,TAAR1 ag,M1 PAM parental,TAAR1 antagonist,CHRM1 agonist,CHO-K1 Ca antag,M1 antag,OXTR potentiator,M1 ag parental
O=C(OCn1nnc2ccccc2c1=O)c1cccnc1,2,1,9,-3,-2,-8,10,-2,0.4
CCN(CC)C(=O)C1=C(C)N(CCCOC)C(=O)C(CC(=O)NCCc2ccccn2)C1 (stereo not given),/,1,-12,1,-4,30*,-7,/,0.1
Cc1ccc(C)c(N2CC(C(=O)Nc3cc(C)on3)CC2=O)c1 (stereo not given),1,3,13,-4,2,-6,-3,-11,-0.1
CC[C@]12c3[nH]c4ccc(OC)cc4c3CCN1C(=O)C(CC(=O)NC/C=C(\C)CCC=C(C)C)C[C@@H]2C(=O)N1CCN(C(=O)c2ccco2)CC1 (stereo not given in full),-22,-2,14,-15,-9,-18,-10,/,-1.1
Cc1[nH]nc(N2CCCCC2)c1[N+](=O)[O-],-11,4,25,-5,-1,-15,-12,-8,0.9
CN(c1ccc(O)cc1)c1nc(-c2cccs2)cs1,8,-1,15,-3,-6,-5,-3,-7,1.1
O=C(CCc1ccccc1)c1nnc(-c2ccccc2)o1,-17,23,8,-15,-4,-9,-10,-10,-0.2
Cc1ccc(NC(=S)c2nc3ccccc3s2)cc1,-18,8,-3,-28,-5,6,-10,-7,-0.2
c1ccc(-c2ccc(-n3ccnc3)cc2)cc1,-10,3,9,-10,-1,-18,-13,-2,3.0
O=C(Nc1ccc(N2CCOCC2)c(Cl)c1)c1cccnc1,-5,14,17,11,-3,-16,-4,-4,0.9
CN(CC(=O)NCc1ccccn1)S(=O)(=O)c1cc(Cl)ccc1Cl,-11,1,0,3,-4,-9,-5,2,0.9
CC(=O)c1c(C)[nH]c(C(=O)OCC(=O)N(Cc2ccccc2)C(C)(C)C)c1C,/,1,16,1,-3,-2,-6,/,1.5
Cc1cc(=O)n2c(n1)OC(CO)C2 (stereo not given),9,2,5,-1,1,-11,-11,-5,0.1
NC(=O)C1CCCN(Cc2c(C(=O)N3CCc4ccccc4C3)nc3ccc(Cl)cn23)C1 (stereo not given),-8,0,5,2,-5,9,-8,5,3.9
COc1ccc(C(O)C(CC(=O)NCCCOC(C)C)C(=O)NCCCOC(C)C)cc1OC (stereo not given),-7,7,19,-4,-6,-2,-13,-5,0.2
COCCCn1c(=O)c2sccc2n2c(CCCC(=O)NCc3ccc(OC)cc3)nnc12,-5,0,1,-23,-4,-2,-6,-19,-0.2
CCOC(=O)[C@]12CCC=C1N(Cc1ccc3c(c1)OCO3)C(=O)[C@H](CC(=O)N1CCCCC1)C2,/,0,1,3,/,-14,/,/,1.0
CCc1nn(CC(=O)NCCCN2CCOCC2)c(=O)c2cc3c(OC)cccc3n12,/,-1,-2,-8,-2,-3,-10,/,-0.2
COc1ccccc1N1C(=O)CCC1(C#N)c1ccc(Br)cc1 (stereo not given),-7,6,16,22,-5,-4,-1,-6,2.4
CN(C)c1ccc(C=Nc2ccccc2C(N)=O)cc1,-6,4,6,4,-4,0,-6,-9,-0.1
COc1ccc(-c2csc(NC(=O)CSc3ncn[nH]3)n2)cc1OC,13,5,16,11,-1,-12,-4,-8,3.9
CCOCCCn1c(=S)[nH]c2cc(C(=O)N3CCN(c4ccccc4)CC3)ccc2c1=O,-17,-2,15,-26,-5,-14,-3,-2,0.9
CN(Cc1c(F)cccc1Cl)C(=O)c1ccc(NC(=O)CC2SC(N3CCCC3)=NC2=O)cc1 (stereo not given),-8,-2,-21,-26,-2,15,9,-9,-0.1
CCOC(=O)N1CCN(C(=O)/C(=C/c2ccc(OC)c(OC)c2)NC(=O)c2ccccc2)CC1,-17,0,13,-6,-4,-1,-5,-5,-0.1
CC(=O)c1ccc(NC(=O)C(Cc2ccccc2)NC(=O)c2ccco2)cc1 (stereo not given),-29,8,11,-6,-3,-5,-26,-10,0.7

# The closing two records of the section above come first, to join the parts:
SMILES,CHO parental Ca,TAAR1 ag,M1 PAM parental,TAAR1 antagonist,CHRM1 agonist,CHO-K1 Ca antag,M1 antag,OXTR potentiator,M1 ag parental
CCOC(=O)N1CCN(C(=O)/C(=C/c2ccc(OC)c(OC)c2)NC(=O)c2ccccc2)CC1,-17,0,13,-6,-4,-1,-5,-5,-0.1
CC(=O)c1ccc(NC(=O)C(Cc2ccccc2)NC(=O)c2ccco2)cc1 (stereo not given),-29,8,11,-6,-3,-5,-26,-10,0.7
Cc1ccc(NC(=O)CSc2ncn(-c3ccccc3)n2)cc1C,-13,10,24,12,-7,-14,-20,-3,0.7
Cc1cc(=O)oc2cc(OCC(=O)Nc3nnc(C4CC4)s3)ccc12,-10,0,12,-5,-4,-17,-21,-2,0.6
N#Cc1ccsc1NC(=O)c1cccc([N+](=O)[O-])c1,-7,11,-13,16,1,9,20,-3,2.9
CCC(CC)COC(=O)C1=C(C)NC(=O)NC1c1ccccc1Br (stereo not given),-11,9,-7,-41,-4,-3,2,-5,-0.2
CC(C)CCn1c(=O)c2ccccc2n2c(CCC(=O)NCC3CCCO3)nnc12 (stereo not given),-23,23,20,-22,-2,-17,1,-8,2.5
COc1ccc(S(=O)(=O)N2CCOCC2)cc1NC(=O)CSc1nnc2c(n1)[nH]c1ccccc12,-13,-1,-17,17,-6,-10,-24,-18,1.6
COc1ccccc1CNC(=O)c1cc(-c2cc(Cl)ccc2C)n[nH]1,/,0,10,-36,-5,-18,-13,/,0.4
CC1CCCN(CCCOc2ccc([N+](=O)[O-])cc2)C1 (stereo not given),-8,3,22,12,-15,-10,3,0,1.2
CS(=O)(=O)N1CCN(C(=O)Cc2ccc([N+](=O)[O-])cc2)CC1,-3,0,-19,-14,1,1,-20,-5,1.4
COc1ccc(C(=O)N2CCCC(CCC(=O)NCc3ccccc3F)C2)c(OC)n1 (stereo not given),-16,1,10,-10,-1,-1,20,-2,0.2
CCOc1c(Cl)cc(C2NC(=O)NC(C)=C2C(=O)NCc2ccccc2)cc1OC (stereo not given),-10,1,-5,14,-1,-32,-5,-5,-0.2
CSc1nc(SCc2ccccc2)[nH]c(=O)n1,/,6,8,-39,3,1,-13,/,0.1
C=C1CCC2[C@](C)(CO)[C@H](O)CC[C@@]2(C)[C@@H]1/C=C/C1=CCOC1=O (stereo not given in full),-8,1,10,2,-1,1,-5,-2,3.0
Cc1ccc(-n2cnnn2)cc1Cl,-7,0,13,19,-3,-8,0,1,0.4
CC(=O)Nc1ccc(S(=O)(=O)NCCC(=O)N2CCCCC2)cc1,-7,0,16,1,-2,-2,5,5,1.0
CC(C)(C)NC(=O)NC(=O)CN1CCCc2ccccc21,-3,1,9,-5,-6,-9,-8,-7,1.6
CC(C)c1ccc(NC(=O)C(c2ccccc2)N2CCOCC2)cc1 (stereo not given),-10,-1,18,-17,-3,-6,-15,0,0.0
Cc1cccc(NC(=O)CC23CC4CC(C2)CC(n2nnc(C)n2)(C4)C3)c1,-13,2,4,-19,-7,-15,-7,-5,0.9
CC(C)(C)C(=O)CSc1ncnc2c1cnn2Cc1ccccc1,-5,0,-12,-1,-4,7,7,-3,1.8
CN(C)CCCNc1nc(-c2ccccc2)nc2ccccc12,-28,4,9,-18,-4,-4,-15,-6,0.7
O=[N+]([O-])c1c(NCCCO)cc(Sc2nc3ccccc3s2)c2nonc12,51*,/,8,/,-6,19,33*,1,5.5
N#Cc1c2ccccc2nc2ccccc12,-4,0,21,2,-5,-7,-12,-3,0.1
CCOC(=O)N1CCC(NC(=O)CSCc2nc(-c3cccc(OC)c3)oc2C)CC1,-22,-1,3,-1,-5,-2,2,5,0.3
Cc1nn(Cc2ccc(Cl)cc2)c(Cl)c1/C=N/NC(=O)c1cccnc1,-14,11,-2,28,9,-5,0,-16,3.8
O=C(CN1CCN(Cc2ccc(Cl)cc2)C1=O)NCCN1CCCC1,8,1,16,-7,-8,-3,3,-3,0.4

# Next part
SMILES,CHO parental Ca,TAAR1 ag,M1 PAM parental,TAAR1 antagonist,CHRM1 agonist,CHO-K1 Ca antag,M1 antag,OXTR potentiator,M1 ag parental
CC12CCC(C/C1=N/O)C2(C)C (stereo not given),-11,4,-10,-21,-1,3,0,0,0.6
CN(C)c1c([N+](=O)[O-])cc2[nH]c(=O)[nH]c2c1[N+](=O)[O-],1,5,27,4,-6,-9,-1,-18,0.3
CC(NC(=O)CCSCCC(=O)NC(C)c1ccccc1)c1ccccc1 (stereo not given),-21,-1,19,1,-5,-5,-8,-5,0.5
COc1ccc(-c2cc3ccccc3oc2=O)cc1NC(=O)c1cccnc1,-19,12,8,25,-3,-2,10,-6,2.4
O=C(CSc1nnc(-c2ccco2)n1-c1ccccc1)NCC1CCCO1 (stereo not given),-13,0,13,2,-4,-13,-13,-1,0.8
Cc1cc(C(=O)N2CCN(S(C)(=O)=O)CC2)cs1,2,11,26,-2,-1,-15,1,0,0.4
Cc1onc(-c2ccccc2Cl)c1C(=O)N1CCN(c2ccccc2)CC1,-6,3,6,-5,2,-12,-7,6,0.6
Cc1cc(C)c(-c2cc(NC(=O)CSc3n[nH]c(N)n3)n(-c3ccccc3)n2)cc1C,-15,2,1,13,0,15,-2,-6,-0.4
Cc1cccc(NC(=O)C2CCN(S(=O)(=O)c3cccs3)CC2)n1,-7,8,10,13,1,-6,-1,-6,1.9
O=C(CC(c1ccccc1)c1ccccc1)Nc1ncn[nH]1,-6,6,6,-6,0,5,-12,5,0.2
COc1ccc(C(=O)CCC(=O)Nc2cccnc2)cc1OC,9,1,16,-4,1,14,-7,-13,0.8
N#Cc1nc(COc2cccc(Cl)c2)oc1NCc1ccco1,-3,2,-10,20,-4,5,-1,-7,0.2

# Compounds above that have a tert-butyl group:
SMILES,CHO parental Ca,TAAR1 ag,M1 PAM parental,TAAR1 antagonist,CHRM1 agonist,CHO-K1 Ca antag,M1 antag,OXTR potentiator,M1 ag parental
CC(=O)c1c(C)[nH]c(C(=O)OCC(=O)N(Cc2ccccc2)C(C)(C)C)c1C,/,1,16,1,-3,-2,-6,/,1.5
CC(C)(C)NC(=O)NC(=O)CN1CCCc2ccccc21,-3,1,9,-5,-6,-9,-8,-7,1.6
CC(C)(C)C(=O)CSc1ncnc2c1cnn2Cc1ccccc1,-5,0,-12,-1,-4,7,7,-3,1.8

# Outcome played no part in choosing rows. About 4.2% of those tested had a hit in this group.
